D1 agonist – agonists of human D1 dopamine receptor; HEK293 T-REx D1 cells, calcium flux, agonist mode; 1% of 360,000 active; activation, % at 2 µM; P21728; AID 504660; in the data active means activation above about 30%; further: 0% is about no effect
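Agonism was scored from calcium flux recorded over 180 s (1 read/s) after pintool compound addition, following a 10-cycle baseline. Cells were inducible force-coupled HEK293 TREx D1, plated overnight at 30 C and loaded with no-wash calcium dye.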
RXFP1 antagonist – blocks the human relaxin receptor RXFP1; Q9HBX9; HEK293-RXFP1, relaxin-stimulated cAMP HTRF, 30 min; hits give low values; activity change, negative = inhibition, % at 57.5 µM; 0.59% of 350,000 active;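 active means activity change of -60% or lower, but not beyond a set lower limit; inconclusive means change between -60% and -40%, or beyond the set limit; inactive means change above -40%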; further: on the % scale 0 is the no-effect control and ±100 the full control effect
Target sequence (Q9HBX9 whole entry, looked up): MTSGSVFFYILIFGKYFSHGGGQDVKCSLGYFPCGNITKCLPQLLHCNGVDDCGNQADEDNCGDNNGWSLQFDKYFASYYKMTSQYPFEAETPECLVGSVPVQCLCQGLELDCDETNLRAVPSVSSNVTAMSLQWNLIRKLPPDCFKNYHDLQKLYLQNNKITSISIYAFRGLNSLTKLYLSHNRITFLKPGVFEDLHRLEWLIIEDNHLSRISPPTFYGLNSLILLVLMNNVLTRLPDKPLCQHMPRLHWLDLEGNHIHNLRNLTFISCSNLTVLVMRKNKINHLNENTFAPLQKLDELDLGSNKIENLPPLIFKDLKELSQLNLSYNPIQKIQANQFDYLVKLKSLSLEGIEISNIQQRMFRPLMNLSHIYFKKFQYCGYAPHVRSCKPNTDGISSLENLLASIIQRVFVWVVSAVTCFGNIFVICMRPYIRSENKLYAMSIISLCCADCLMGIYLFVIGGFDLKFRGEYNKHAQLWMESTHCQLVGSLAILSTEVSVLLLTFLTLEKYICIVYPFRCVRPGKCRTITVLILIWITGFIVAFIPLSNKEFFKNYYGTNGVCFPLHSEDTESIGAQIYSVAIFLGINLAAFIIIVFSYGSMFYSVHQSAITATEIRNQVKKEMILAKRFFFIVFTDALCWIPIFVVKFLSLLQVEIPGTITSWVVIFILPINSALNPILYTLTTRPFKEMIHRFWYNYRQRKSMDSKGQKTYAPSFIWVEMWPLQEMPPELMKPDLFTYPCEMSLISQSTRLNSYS
D2 potentiator – D2 dopamine receptor (human) potentiation. potentiation, % at 10 µM. 0.34% of 340,000 active. HEK293 T-REx D2, calcium flux, EC20 dopamine potentiation. AID 485347;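 active means potentiation over 3 SD above the plate norm, cut at about 30% in these data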; further: 0% is about no effect
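Potentiation of an EC20 dopamine calcium response measured kinetically over 180 s, after a preceding 180 s compound-only read flagging agonists. Cells: inducible Hek293 Trex D2 line, 4000/well, cultured overnight at 30 C before dye loading.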
RXFP1 agonist – RXFP1 (human) receptor agonism | Q9HBX9 | HEK293T-RXFP1 cAMP TR-FRET, 30 min; response scale: percent of porcine relaxin response, buffer zero | Potency, µM (top dose mostly 57.5 µM), inactives show at the highest dose activation, hits mostly activators | 0.3% of 370,000 active; active means well fitted activation curve with a large enough effect; inconclusive means small, poorly fitted or top-dose-only effect; further: potency means the concentration at half of the fitted maximal effect; on the % scale 0 is the no-effect control and ±100 the full control effect; nearly all actives have a fitted effect of over 60% in size; many of its hits are not listed in these tables
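HEK293 cells stably expressing RXFP1, treated 30 min at 37C with compounds plus PDE4 inhibitor Ro 20174; cAMP measured by HTRF TR-FRET. Normalized to buffer and 29 nM porcine relaxin; EC50 by Hill fit.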
D2 antagonist – D2 dopamine receptor (human) antagonism; AID 485344; P14416; HEK293 TREx D2 cells, calcium flux, dopamine EC80; 2% of 340,000 active; inhibition, % at 10 µM; in the data active means inhibition above about 30%; further: 0% is about no effect
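In this primary screen, negative modulation is detected by tracking calcium flux after an EC80 dopamine challenge in inducible HEK293 T-REx D2 cells preexposed to test compound for 180 s.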
D2 ag – agonists of human D2 dopamine receptor. P14416. HEK293 T-REx D2 cells, calcium flux agonist mode. activation, % at 2 µM. 0.53% of 340,000 active;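 active means activation over 3 SD above normal in the single-dose calcium agonist read, cut at about 30% in these data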; further: 0% is about no effect
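Agonism scored from kinetic calcium signal (1 read/sec, 180 s) following compound pin transfer, after a 10 s baseline. Cells: HEK293 Trex line expressing inducible D2 receptor coupled to calcium, dye-loaded after overnight culture at 30 C.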
TRHR PAM – TRH receptor (human) allosteric enhancement | TRHR cells, fluo-8 calcium fluorescence, EC20 TRH enhancement | enhancement, % at 2 µM | AID 493056 | 0.66% of 360,000 active; in the data active means enhancement above about 30%; further: 0% is about no effect
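Enhancer read-out: after compound pinning and an initial kinetic agonist-mode read, an EC20 of TRH (10 nM final) was injected and fluo-8 calcium signal (Ex 480/Em 530) followed at 1 s/cycle for 100 cycles in TRHR-expressing cells.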
D1 potentiator – enhances dopamine response at the human D1 receptor | AID 504651 | P21728 | 0.036% of 360,000 active | HEK293 TREx D1 cells, calcium flux, dopamine EC20 potentiation | potentiation, % at 10 µM; in the data active means potentiation above about 30%; further: 0% is about no effect
D1 antag – antagonists of human D1 dopamine receptor. P21728. HEK293 TREx D1 cells, calcium flux, dopamine EC80; hits give low values. activity change, negative = inhibition, % at 10 µM. 3.2% of 360,000 active. AID 504652; in the data active means activity change below about -30%; further: on the % scale 0 is the no-effect control and ±100 the full control effect
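Allosteric or orthosteric antagonism assessed as attenuation of the calcium response to EC80 dopamine, added 180 s after compound, in induced HEK293 Trex D1 cells loaded with no-wash calcium dye.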
An asterisk follows results filed as active; ? = inconclusive; / = no result given. These rows are one share of the data; the hit share may differ from the screen's.

Values run as follows: D1 agonist | RXFP1 antagonist | D2 potentiator | RXFP1 agonist | D2 antagonist | D2 ag | TRHR PAM | D1 potentiator | D1 antag
O=C(NCCC(=O)N1CCN(c2ncccn2)CC1)c1ccccc1Cl
    3 | -2 | -1 | 0.1% | 3 | 1.1 | 14 | -1 | -1
NS(=O)(=O)c1ccc(NC2=CC(c3ccc(F)cc3)N(c3ccc(S(N)(=O)=O)cc3)C2=O)cc1 (stereo not drawn)
    2 | -7 | 0 | 2.9% | 14 | 0.5 | -3 | 4 | 12
CCOC(=O)c1c(-c2ccccc2)[nH]c2ccc(O)cc12
    1 | -17 | / | 4.6% | / | / | -16 | -1 | 1
CN(C)c1ncc(/C=C2/C(=O)NC(=S)N(C3CCCCC3)C2=O)cn1
    4 | / | 14 | 0.3% | 2 | 0.3 | -2 | -1 | 4
O=C(CCN1CCc2ccccc2C1)Nc1ccc2c(c1)OCO2
    5 | -12 | -26 | 1.0% | 59* | 0.3 | -1 | -6 | 10
CCOc1ccc(NC(=O)CSc2ncc3c(n2)-c2ccc(Cl)cc2N(Cc2ccccc2)S3(=O)=O)cc1
    5 | -4 | 4 | 11µM* | / | -0.5 | 1 | 0 | 22
Cc1cccc(OCC(=O)NCC(=O)n2nc(C)cc2C)c1
    1 | 5 | 7 | 2.0% | 9 | -0.1 | 2 | 1 | -18
O=C(NCc1ccc(F)cc1)C1CCN(C(=O)c2ccc(-n3ccc4ccccc43)s2)CC1
    3 | -5 | -5 | ? | / | 0.2 | -2 | -5 | -31*
CC(C(=O)NC(C)(C)C)N(C(=O)CS(=O)CC(=O)Nc1ccc(F)cc1)C1CCCC1 (stereo not drawn)
    3 | -2 | 7 | -3.4% | -6 | -0.7 | 0 | -5 | 0
O=C(NCc1ccncc1)c1c(F)c(F)c(F)c(F)c1F
    5 | 9 | 4 | 1.8% | -8 | -0.3 | 3 | 1 | -18

Overlap with the part before: 4 compounds, then new ones.
Values run as follows: D1 agonist | RXFP1 antagonist | D2 potentiator | RXFP1 agonist | D2 antagonist | D2 ag | TRHR PAM | D1 potentiator | D1 antag
Cc1cccc(OCC(=O)NCC(=O)n2nc(C)cc2C)c1
    1 | 5 | 7 | 2.0% | 9 | -0.1 | 2 | 1 | -18
O=C(NCc1ccc(F)cc1)C1CCN(C(=O)c2ccc(-n3ccc4ccccc43)s2)CC1
    3 | -5 | -5 | ? | / | 0.2 | -2 | -5 | -31*
CC(C(=O)NC(C)(C)C)N(C(=O)CS(=O)CC(=O)Nc1ccc(F)cc1)C1CCCC1 (stereo not drawn)
    3 | -2 | 7 | -3.4% | -6 | -0.7 | 0 | -5 | 0
O=C(NCc1ccncc1)c1c(F)c(F)c(F)c(F)c1F
    5 | 9 | 4 | 1.8% | -8 | -0.3 | 3 | 1 | -18
O=C(/C=C/c1nc2ccccc2s1)N1CCCCCC1
    0 | 4 | 0 | -1.8% | -8 | -0.3 | -1 | -5 | -7
CC(=O)Nc1cccc(NC(=O)c2c(-c3ccccc3)noc2C)c1
    0 | -5 | 2 | -0.2% | 14 | -1.1 | 3 | -3 | -7
CCO[C@H]1OC(C(=O)N2CCN(Cc3ccc4c(c3)OCO4)CC2)=C[C@@H](c2csc3ccccc23)[C@@H]1CCCO
    8 | / | -6 | 1.0% | -2 | -0.1 | -1 | -2 | 7
CC(C)N(Cc1nc2ccccc2c(=O)[nH]1)C(=O)c1ccc(NC(=O)CSc2nnnn2C)cc1
    1 | -3 | -4 | -0.9% | 16 | 0.1 | -4 | -1 | 4
CN(Cc1ncc[nH]1)C(=O)CC1C(=O)NCCN1Cc1c(F)cccc1Cl (stereo not drawn)
    1 | -4 | 12 | 1.6% | -8 | -0.4 | 1 | -7 | -24
CC(C)(C)C(=O)NC1CCN(C(=O)N2CCCC2)CC1
    4 | -4 | / | -0.4% | 32* | 0.8 | 0 | -6 | -19
CCOC(=O)C1=C(C)N(C)C(=O)NC1c1c(C)nn(-c2ccc(C)cc2)c1Cl (stereo not drawn)
    3 | 0 | / | -1.4% | / | / | 7 | -2 | -16
O=C(Oc1ccc[nH]c1=O)c1cc([N+](=O)[O-])cc([N+](=O)[O-])c1
    1 | -5 | -4 | 2.0% | 13 | 5.8 | 4 | 5 | -27
Cc1ccc(C)c(CN2C(=O)c3ccccc3S(=O)c3ccc(C(=O)NCc4ccco4)cc32)c1 (stereo not drawn)
    4 | / | 7 | -0.2% | / | 1.3 | -13 | 1 | -1
COCCNC(=O)/C(C#N)=c1\s/c(=C\c2ccccc2OC(F)F)c(=O)n1Cc1ccccc1
    -1 | / | 2 | 0.4% | 6 | -1.1 | -13 | -2 | -7
COC(=O)C(C)N1C(=O)S/C(=C/c2cc(C)n(C(C)C)c2C)C1=O (stereo not drawn)
    4 | -5 | 4 | -0.9% | 28 | 0.4 | -3 | 1 | 15
CCOC(=O)N1CCN(C(=O)C(NC(=O)c2ccc(C(C)(C)C)cc2)C(C)C)CC1 (stereo not drawn)
    2 | -4 | -3 | 3.5% | -3 | -0.1 | -2 | -1 | -12
COc1ccc(CN(CC(=O)NCc2ccc(F)cc2)C(=O)c2ccco2)cc1
    9 | 8 | 13 | -1.4% | -11 | -1.8 | -2 | 0 | 6
O=C(NC(Nc1ccccn1)C(Cl)(Cl)Cl)c1ccccc1 (stereo not drawn)
    2 | -30 | 14 | 2.0% | -7 | 1.0 | 5 | 3 | -14
Cc1cc(NC(=O)CSc2nc(-c3ccccc3C)nc3c2c(=O)n(C)c(=O)n3C)no1
    1 | 2 | -3 | 22% | / | / | 3 | 0 | -4
CCc1cc2c(NC(Cc3c[nH]c4ccccc34)C(=O)O)nc(C)nc2s1 (stereo not drawn)
    1 | -2 | -1 | 0.1% | 34* | -2.0 | 10 | -10 | -2
O=C(CN1CCN(c2ccccc2O)CC1)Nc1cc([N+](=O)[O-])ccc1Cl
    1 | 7 | -5 | 4.0% | -7 | -1.4 | -5 | 5 | 10
CC(=O)c1ccc(N2CCN(CN3C(=O)CC4(CCCC4)C3=O)CC2)c(F)c1
    10 | -7 | -8 | -0.1% | 2 | 0.0 | 0 | -6 | -6
CCC(=O)Nc1ccc2nc(SCC(=O)N3CCCC3)sc2c1
    -4 | -14 | -3 | 2.3% | 2 | -0.1 | 2 | 2 | 3
CCN(Cc1ccccc1)C(=O)CCS(=O)(=O)c1cc(Br)cc2c1N(C(=O)C1CC1)CC2
    7 | -14 | -11 | -6.1% | / | 0.0 | -8 | 4 | 3

Printed as active in D1 antag (from the list above):
canonical_smiles,D1 agonist,RXFP1 antagonist,D2 potentiator,D2 antagonist,TRHR PAM,D1 potentiator,D1 antag
O=C(NCc1ccc(F)cc1)C1CCN(C(=O)c2ccc(-n3ccc4ccccc43)s2)CC1,3,-5,-5,/,-2,-5,-31*

Additional records
Values run as follows: D1 agonist | RXFP1 antagonist | D2 potentiator | RXFP1 agonist | D2 antagonist | D2 ag | TRHR PAM | D1 potentiator | D1 antag
CCN(CC)C(=O)c1ccccc1NS(=O)(=O)c1ccc(OC)c(C(=O)N2CCOCC2)c1
    2 | -2 | -5 | 3.4% | 6 | -0.1 | -3 | -2 | -2
Cc1ccc(N=Cc2c(O)n(-c3nccs3)c(=O)c3ccccc23)c(C)c1
    2 | 0 | -29 | -0.3% | 4 | 0.0 | -3 | -3 | 10
CC(C)N1CC(C(=O)Nc2cc(Cl)cc(Cl)c2)CC1=O (stereo not drawn)
    4 | 0 | 4 | -0.6% | -1 | 0.1 | -5 | -2 | 11
O=C(CCc1c[nH]c2ccccc12)N1CCN(S(=O)(=O)c2ccccc2)CC1
    1 | 10 | -1 | 1.2% | -5 | 0.3 | 2 | 4 | -20
C=CCNC(=S)Nc1c(N)n(C)c(=O)n(C)c1=O
    1 | -2 | 0 | 1.1% | 1 | 0.6 | 0 | -3 | 0
NNC(=O)c1cccc(COc2ccc(Br)cc2)c1
    1 | -19 | 18 | 1.6% | -7 | 1.8 | 0 | -9 | -21
Cc1ccc(-n2c(=S)[nH]c3[nH]ncc3c2=O)cc1
    3 | 3 | -6 | 1.0% | -8 | -0.2 | -8 | -4 | -31*
COc1ccccc1OCC(=O)N(Cc1nnc(-c2ccccc2Cl)o1)C1CC1
    -1 | 0 | -5 | 1.2% | -7 | -0.7 | 1 | -6 | 4
Cc1c(C(=O)O)oc2ccc3c(c12)C(O)CC(C)(C)O3 (stereo not drawn)
    2 | -4 | 1 | 0.9% | -9 | 0.0 | 3 | -2 | 4
O=C(CN1CCN(Cc2ccccc2Cl)C1=O)NCC1CCCO1 (stereo not drawn)
    1 | / | 5 | 1.3% | -2 | 20 | 2 | 3 | 5
COc1ccc(C2C(C#N)=C(N)Oc3c2oc(CO)cc3=O)cc1 (stereo not drawn)
    3 | -1 | 0 | -3.0% | -4 | -1.0 | 5 | / | -12
Cc1cc(C(=O)NNC(=O)CCCOc2ccccc2)c(C)o1
    4 | 15 | 8 | -0.2% | 0 | 0.0 | -1 | -4 | -6
CCOCCCNC(=S)N1C2CCC1CC(NC(=O)NC13CC4CC(CC(C4)C1)C3)C2 (stereo not drawn)
    4 | -9 | 1 | 1.6% | 27 | 3.0 | -2 | 2 | -14
Cc1ccc(N2CC(C(=O)Nc3ccccn3)CC2=O)cc1 (stereo not drawn)
    4 | -12 | -1 | 0.4% | 6 | 0.1 | -5 | -5 | -8
Cc1cc(=O)oc2cc(OC(=O)C3CCN(C(=O)c4ccc(F)cc4)CC3)ccc12
    0 | -9 | 8 | 5.7% | -7 | -0.1 | 2 | 3 | 15

Molecules above that have a cyano group:
Values run as follows: D1 agonist | RXFP1 antagonist | D2 potentiator | RXFP1 agonist | D2 antagonist | D2 ag | TRHR PAM | D1 potentiator | D1 antag
COCCNC(=O)/C(C#N)=c1\s/c(=C\c2ccccc2OC(F)F)c(=O)n1Cc1ccccc1
    -1 | / | 2 | 0.4% | 6 | -1.1 | -13 | -2 | -7
COc1ccc(C2C(C#N)=C(N)Oc3c2oc(CO)cc3=O)cc1 (stereo not drawn)
    3 | -1 | 0 | -3.0% | -4 | -1.0 | 5 | / | -12

Compound activity from PubChem BioAssay.
